a7 integrin act = qHTS for Activators of Integrin-Mediated Alleviation for Muscular Dystrophy; alpha7betagal myoblasts, beta-gal FDG fluorescence, 48 h; Potency, µM (titrated, usually from 38.3 µM), for the others: at the highest dose activation, most hits filed as activators; 0.064% of 350,000 active;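 note: potency is the fitted concentration of half-maximal effect; 100% = response of the positive control SU9516; nearly all actives have a fitted effect of over 60% in size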
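alpha7betagal+/- myoblasts (passage 13, 250/well) treated 48 h at 37C with compounds at 1:260 dilution of DMSO stock. Lysed, then beta-galactosidase activity read as FDG fluorescence (ex 480/em 540) after 30 min, with pre-read for autofluorescence.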
p53 reactivation = qHTS assay for re-activators of p53 using a Luc reporter. H1299 p53-A138V BP100-luciferase reporter, luminescence, 24 h. Potency, µM (top dose mostly 92.2 µM), inactives show at the top dose activity change, positive = activation, actives largely listed as activators. 0.063% of 320,000 active; note: potency is the fitted concentration of half-maximal effect; % of control where 0% means no effect; nearly all actives have a fitted effect of over 45% in size
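p53-null H1299 cells stably carrying temperature-sensitive p53-A138V and a BP100-luciferase reporter were pinned with compounds (4-point, 1:5 series) and held 24 hrs at 37 deg C. Luminescence was read 10 min after detection reagent.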
TSG101-PTAP inh = qHTS Assay for Iinhibitors of HIV-1 Budding by Blocking the Interaction of PTAP/TSG101 | Tumor susceptibility gene 101 protein (Homo sapiens), Q99816 | Fluorescence polarization, FITC-PTAP peptide / Tsg101 binding | Potency, µM (series often up to 115 µM), without a hit: at the highest dose activity change, negative = inhibition, actives largely listed as inhibitors | 340,000 tested, under 10 active; active = well fitted inhibition curve with a large enough effect in the main read-out, with a control signal flat, not every such curve was filed as active; inconclusive = small, poorly fitted or top-dose-only effect, or effect the other way, or a change in a side signal; inactive = no such curve, though single readings can be large or run the other way; note: potency is the fitted concentration of half-maximal effect; % of control where 0% means no effect
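Fluorescence polarization binding of Tsg101 binding domain (10 uM final) to FITC-labeled PTAP peptide (50 nM final) in HEPES pH 7.5 buffer with NaCl, Tween 20, EDTA, TCEP. Compounds added before peptide; binding 20 min at RT.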
BRCA1 expr up = qHTS Assay to Identify Small Molecule Activators of BRCA1 Expression; MCF7-BRCA1-FFLuc reporter, luminescence, 48 h; response scale: scaled: vehicle 0%, 10 µM genistein 100%; Potency, µM (series often up to 46.1 µM), inactives show top-dose activation, usual class: activators; 1.1% of 380,000 active; note: potency is the fitted concentration of half-maximal effect; nearly all actives have a fitted effect of over 80% in size; some results filed as inactive show a strong effect at the top dose
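First, MCF7-BRCA1-FFLuc cells (2000/well) attach for 2 h; next, compounds are pin-added and incubated 48 h at 37 °C; finally, luciferase reagent is added and luminescence read after 15 min.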
TRPV1 ag = HTS Assay for Compounds that Act as Agonists of the Vanilloid Receptor 1; TRPV1-expressing cells, Fluo-8 calcium influx, agonist mode; activation, % at 8.33 µM; 0.19% of 320,000 active; AID 540275, 2011; in the data active = activation above about 80%; inconclusive = between about 30% and that limit; note: 0% is about no effect
Target sequence (Q8NER1 whole entry, looked up): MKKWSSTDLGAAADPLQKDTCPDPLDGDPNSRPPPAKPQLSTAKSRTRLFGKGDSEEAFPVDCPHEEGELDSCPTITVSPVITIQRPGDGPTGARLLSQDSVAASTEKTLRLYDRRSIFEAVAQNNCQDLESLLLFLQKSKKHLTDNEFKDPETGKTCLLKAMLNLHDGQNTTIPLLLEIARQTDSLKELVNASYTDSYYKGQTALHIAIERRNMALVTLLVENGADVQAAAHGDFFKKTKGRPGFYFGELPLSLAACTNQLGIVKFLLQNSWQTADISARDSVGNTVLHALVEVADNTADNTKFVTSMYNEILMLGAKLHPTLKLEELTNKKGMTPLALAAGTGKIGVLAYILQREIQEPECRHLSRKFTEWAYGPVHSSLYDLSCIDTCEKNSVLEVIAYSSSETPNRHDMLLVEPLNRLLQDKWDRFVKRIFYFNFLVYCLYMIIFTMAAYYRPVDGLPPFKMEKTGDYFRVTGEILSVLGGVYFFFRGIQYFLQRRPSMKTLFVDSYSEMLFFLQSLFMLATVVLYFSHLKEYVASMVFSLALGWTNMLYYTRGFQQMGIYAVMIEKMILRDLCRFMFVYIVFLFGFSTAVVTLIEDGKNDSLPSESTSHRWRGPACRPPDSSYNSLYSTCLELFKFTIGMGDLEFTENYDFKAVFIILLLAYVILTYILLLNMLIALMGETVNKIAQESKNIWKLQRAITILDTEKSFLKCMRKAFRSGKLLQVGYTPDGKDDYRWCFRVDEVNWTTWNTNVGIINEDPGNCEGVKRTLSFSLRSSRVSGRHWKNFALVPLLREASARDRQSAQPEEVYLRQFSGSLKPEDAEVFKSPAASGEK
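Cells expressing TRPV1 were dye-loaded with Fluo-8 and read kinetically: 10 s baseline, 3 min after compound (agonist portion), then 2 min after EC20 capsaicin (allosteric enhancer portion). Calcium-bound dye fluorescence at 480/520 nm.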
MLL CXXC-DNA inh = qHTS Fluorescence Polarization Assay for Inhibitors of MLL CXXC domain - DNA interaction. Histone-lysine N-methyltransferase 2A (Homo sapiens), Q03164. MLL-CXXC / FITC-HOXA9 DNA fluorescence polarization. Potency, µM (top dose mostly 115 µM), inactives show at the highest dose activity change, negative = inhibition, hits mostly inhibitors. 0.037% of 290,000 active. AID 2662, 2010; active = well fitted inhibition curve with a large enough effect in the polarisation, with a control signal flat, not every such curve was filed as active; inconclusive = small, poorly fitted or top-dose-only effect, or effect the other way, or a change in a side signal; inactive = no such curve, though single readings can be large or run the other way; the % refers to the polarisation; note: potency is the fitted concentration of half-maximal effect
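Steps: dispense CXXC domain solution (7 uM) → pin compounds or unlabeled HOX-A9 DNA control → 5 min ambient → add FLSN-HOX-A9 solution (50 nM) → spin → 30 min ambient → fluorescence polarization. Tris pH 7.5/NaCl/DTT/BSA buffer.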
ELG1 repair inh = qHTS screen for small molecules that inhibit ELG1-dependent DNA repair in human embryonic kidney (HEK293T) cells expressing luciferase-tagged ELG1; 2.3% of 330,000 active; AID 504467, 2011; Potency, µM (series often up to 46.1 µM), inactives show top-dose activity change, negative = inhibition, actives largely listed as inhibitors; HEK293T ELG1-luciferase reporter, luminescence, 16 h; DNA damage induced by 5-fluorouridine; note: potency is the fitted concentration of half-maximal effect; % is set by controls: 0 for no effect and ±100 for the full control effect; nearly all actives have a fitted effect of over 55% in size
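Overnight (16 hr) co-exposure of 2,000 cells/well to 5-fluorouridine and compound at 37 °C preceded detection. Luciferase was quantified via ONE-Glo luminescence; loss of signal denotes inhibition.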
AT treatment = qHTS Assay for Identifying a Potential Treatment of Ataxia-Telangiectasia | 0.19% of 320,000 active | Potency, µM (highest dose often 57.5 µM), without a hit: at the top dose activation, actives largely listed as activators | […] A-T fibroblasts, KAP-1 phosphorylation AlphaLISA; neocarzinostatin DNA damage 30 min before lysis; note: potency is the fitted concentration of half-maximal effect; % of control where 0% means no effect; nearly all actives have a fitted effect of over 45% in size
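hTERT-immortalized A-T patient fibroblasts ([…]), 500 cells/well in OPTI-MEM, 1% FBS, got compounds for 60 min, then NCS for 30 min at 37C. Lysates were then assayed for phospho-KAP-1 by AlphaLISA (anti-pKAP1 donor, anti-KAP1 acceptor beads), 6 hr at 25C.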
B2AR arrestin = qHTS assay of beta-arrestin-biased ligands of beta2-adrenergic receptor. Beta-2 adrenergic receptor (Homo sapiens), P07550. beta-arrestin recruitment to beta2AR, cell-based reporter. Potency, µM (titrated, usually from 46.1 µM), for the others: top-dose activation, hits mostly activators. 0.02% of 330,000 active. AID 492947, 2010;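 note: potency is the fitted concentration of half-maximal effect; 0% = DMSO controls and full agonism = EC100 isoproterenol or metaproterenol; nearly all actives have a fitted effect of over 65% in size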
TCR act = Activators of T cell receptors: qHTS campaign; 330,000 tested, under 10 active; AID 504894, 2011; primary human leukocytes, anti-CD3, IL-2 HTRF, 48 h; Potency, µM (highest dose often 9.22 µM), for the others: top-dose activation of IL-2 secretion, actives largely listed as activators; note: % of control where 0% means no effect
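IL-2 release read by HTRF sandwich (Eu cryptate donor, d2 acceptor, 665 nm emission) after 48 hr exposure of primary human leukocytes to compound together with anti-CD3 beads in the absence of co-stimulatory signals.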
The depositor's hits bear a star; ? = inconclusive; . = not tested or not shown; [ ] = remark or other dose. Unless noted, calls come from the whole dose curve; as a rule, active = well fitted curve in the direction sought with a large enough effect; inconclusive = small, poorly fitted or top-dose-only effect, or another doubt; inactive = no such curve, though single readings can be large; an effect the other way counts as inactive or inconclusive.

1: O=C(Cc1cccs1)Nc1nnc(Cc2ccc(F)cc2)s1
2: CC(C)CN(C(=O)CC1CCCC1)c1c(N)n(Cc2ccccc2)c(=O)[nH]c1=O
3: COc1cc(C=O)ccc1OCCCOc1ccccc1[N+](=O)[O-]
4: CC1(C)C2CCC1(CS(=O)(=O)Nc1ccc(S(=O)(=O)NC3CCCCC3)cc1)C(=O)C2 (stereo not given)
5: CN(NC(=O)c1ccc(Cl)cc1)c1nc(-c2ccccc2)nnc1C(F)(F)F
6: COc1ccc(NC(=O)Nc2c(SC)nsc2SC)cc1
7: COc1cc(/C=C/C(=O)OCC(=O)NC(=O)NC2CCCCC2)ccc1OC(F)F
8: CCCCCCN1C=CC=C/C1=C\C=C(C#N)C#N
screen / no.,1,2,3,4,5,6,7,8
a7 integrin act,.,0%,-1%,3%,17%,3%,-1%,-11%
p53 reactivation,0%,2%,?,-7%,-5%,2%,9%,-6%
TSG101-PTAP inh,.,-8%,-2%,-1%,5%,2%,-3%,2%
BRCA1 expr up,.,-5%,7.1µM*,-56%,-66%,0%,11%,-14%
TRPV1 ag,2,-1,1,2,17,0,2,21
MLL CXXC-DNA inh,-3%,.,4%,6%,3%,-1%,-3%,?
ELG1 repair inh,7%,-4%,?,-24%,?,15%,14%,-1%
AT treatment,.,-1%,10%,-7%,-5%,-1%,11%,-27%
B2AR arrestin,0.1%,0.0%,-1.3%,-1.2%,0.5%,0.2%,-0.7%,-0.2%
TCR act,.,-4%,-6%[46.1 µM],-5%[46.1 µM],2%,2%,-4%,-1%

9: Cc1nn(-c2ccc(Cl)cc2)c(N)c1C(O)(CSc1nccn1C)C(F)(F)F (stereo not given)
10: O=C(NCc1ccc(F)cc1)c1ccc(NC(=O)C2CCCO2)cc1 (stereo not given)
11: COc1ccc2[nH]c3c(=O)n(Cc4ccc(C(=O)N5CCCCCC5)cc4)c(=S)[nH]c3c2c1
12: COc1ccnc(N=CNOCc2ccc(Cl)cc2)c1C#N
13: COc1cccc(CN(C)C(=O)c2cc(S(=O)(=O)NC3CCCCC3)ccc2C)c1
14: CC(=O)Nc1ccc(NC(=O)C/C(C)=N/NC(=O)C(=O)Nc2ccc(C)c(Cl)c2)cc1
15: O=C(Nc1ccc(/C=C/c2nc3ccccc3o2)cc1)c1cccc(C(F)(F)F)c1
16: CCOC(=O)c1c(NC(=O)COc2ncnc3sccc23)sc2c1CCC2
screen / no.,9,10,11,12,13,14,15,16
a7 integrin act,4%,-1%,?,12%,3%,17%,-18%,-34%
p53 reactivation,?,-3%,1%,-3%,-1%,-3%,?,4%
TSG101-PTAP inh,-1%,-8%,-4%,-4%,-6%,-1%,-2%,-1%
BRCA1 expr up,-38%,2%,-9%,0%,-46%,-5%,?,-19%
TRPV1 ag,-6,5,-1,8,.,1,4,-1
MLL CXXC-DNA inh,5%,-3%,31%[activator],-11%,.,-10%,0%,-2%
ELG1 repair inh,-14%,-1%,?,10%,-16%,-5%,?,-10%
AT treatment,-5%,9%,1%,-4%,9%,-9%,13%,2%
B2AR arrestin,0.1%,-0.1%,0.0%,-0.3%,-0.1%,-0.3%,-0.4%,-0.4%
TCR act,-29%,-1%,7%,3%,-1%,-2%,3%,-2%

17: COc1cc(OC)cc(C(=O)NNC(=O)c2cc(S(=O)(=O)N3CCOCC3)ccc2F)c1
18: COc1ccc(C(=O)c2sc3nc(C)cc(-c4cccs4)c3c2N)cc1
19: O=C(Nc1ccc(F)cc1F)c1sccc1SCc1cccc(C(F)(F)F)c1
20: CC1CCN(c2ccc(C(=O)OCC(=O)NCCN3C(=O)CSC3=O)cc2[N+](=O)[O-])CC1
21: COc1ccc(NS(=O)(=O)c2ccc(Cl)c(C(=O)O)c2)cc1S(=O)(=O)N1CCCCC1
22: CC(=O)Oc1ccc(N2C(=O)C3C(C2=O)C2(C)C=CC3(C)O2)cc1 (stereo not given)
23: CC(C)Nc1ccccc1
24: COc1cccc(NC(=O)CN2C(=O)NC(CCc3ccccc3)C2=O)c1 (stereo not given)
screen / no.,17,18,19,20,21,22,23,24
a7 integrin act,-3%,-13%,-26%,-16%,-29%,.,.,-14%
p53 reactivation,-12%,-5%,11%,4%,-2%,-12%,-3%,0%
TSG101-PTAP inh,-9%,?,-2%,-11%,0%,.,0%,-2%
BRCA1 expr up,8%,-31%,-31%,-9%,10%,.,7%,-1%
TRPV1 ag,1,1,14,8,1,-2,-1,1
MLL CXXC-DNA inh,.,?,-1%,2%,0%,-8%,.,.
ELG1 repair inh,-1%,?,4%,5%,12%,-3%,8%,7%
AT treatment,-3%,6%,15%,-1%,-5%,?,5%,-4%
B2AR arrestin,-0.3%,7.8%,0.0%,0.1%,-1.0%,0.3%,-0.8%,-0.1%
TCR act,-3%,-5%[46.1 µM],-10%,-5%,-2%,.,5%,5%

25: Cc1cc2oc(C(=O)Nc3nonc3C)c(C)c2cc1C
26: O=C(NC1CCCC1)C(c1ccncc1)N(CCCN1CCOCC1)C(=O)c1ccc(-c2ccccc2)[nH]1 (stereo not given)
27: Cc1ccnn1-c1ccc(C(=O)N2CCCN(S(=O)(=O)c3ccc(F)cc3)CC2)cc1
28: CC1CCN(C(=O)COC(=O)CCCN2C(=O)c3cccc4cccc(c34)C2=O)CC1
29: O=C(N/N=C/c1ccc2c(c1)OCO2)c1ccc2c(c1)OCCO2
30: O=C(Cn1nc(Cc2ccncc2)c2ccccc2c1=O)N1CCN(C(=O)c2ccco2)CC1
31: Cc1ccc(S(=O)(=O)N2CCN(C(=O)c3ccc(-n4cncn4)c([N+](=O)[O-])c3)CC2)cc1
32: Cc1cccc(NC(=O)NCc2ccc3[nH]c(C)cc3c2)c1
33: Cc1nonc1OCC(C)(COc1nonc1C)NC(=O)c1ccc(Cl)cc1
34: Cc1ccc(NC(=O)COc2coc(CN3c4ccccc4CC3C)cc2=O)c(C)c1 (stereo not given)
35: Cc1ccccc1CC(=O)N1CCCC(CCC(=O)N2CCN(c3ccccn3)CC2)C1 (stereo not given)
screen / no.,25,26,27,28,29,30,31,32,33,34,35
a7 integrin act,?,-24%,0%,9%,19%,0%,-6%,-23%,28%,-9%,0%
p53 reactivation,?,-1%,-5%,-1%,?,3%,2%,20%,-10%,5%,-2%
TSG101-PTAP inh,-5%,-12%,-4%,-1%,3%,-4%,-4%,-2%,-5%,-1%,-4%
BRCA1 expr up,50%,-17%,-18%,-5%,2%,3%,-3%,60%,-23%,-9%,-23%
TRPV1 ag,21,2,17,5,?,-2,-2,-2,2,0,-6
MLL CXXC-DNA inh,40%[activator],-3%,.,11%,-7%,-15%,.,-3%,0%,.,1%
ELG1 repair inh,?,-14%,-13%,11%,?,1%,14%,?,-16%,-26%,?
AT treatment,-9%,0%,8%,-2%,20%,-10%,-5%,0%,4%,-6%,19%
B2AR arrestin,0.2%,-0.1%,-1.3%,-1.0%,-0.1%,-0.3%,-0.1%,0.2%,-0.6%,0.2%,-0.9%
TCR act,0%,0%,.,-1%,1%[46.1 µM],-8%,0%,-1%,0%[46.1 µM],-6%,6%

Whole records, looked up by structure. Values in the order: a7 integrin act, p53 reactivation, TSG101-PTAP inh, BRCA1 expr up, TRPV1 ag, MLL CXXC-DNA inh, ELG1 repair inh, AT treatment, B2AR arrestin, TCR act
Listed for `Cc1ccnn1-c1ccc(C(=O)N2CCCN(S(=O)(=O)c3ccc(F)cc3)CC2)cc1` : 0%, -5%, -4%, -18%, 17, ., -13%, 8%, -1.3%, .
Listed for `CC1CCN(C(=O)COC(=O)CCCN2C(=O)c3cccc4cccc(c34)C2=O)CC1` : 9%, -1%, -1%, -5%, 5, 11%, 11%, -2%, -1.0%, -1%
Listed for `Cc1ccccc1CC(=O)N1CCCC(CCC(=O)N2CCN(c3ccccn3)CC2)C1` (stereo not given) : 0%, -2%, -4%, -23%, -6, 1%, ?, 19%, -0.9%, 6%
Listed for `Cc1cc2oc(C(=O)Nc3nonc3C)c(C)c2cc1C` : ?, ?, -5%, 50%, 21, 40%[activator], ?, -9%, 0.2%, 0%
Listed for `Cc1nonc1OCC(C)(COc1nonc1C)NC(=O)c1ccc(Cl)cc1` : 28%, -10%, -5%, -23%, 2, 0%, -16%, 4%, -0.6%, 0%[46.1 µM]

Assay outcomes as filed in PubChem BioAssay.
